NRP1-CendR mod = alters CendR peptide binding to human NRP-1; FAM-RPARPAR peptide binding to NRP-1, fluorescence polarization; AID 602438; 0.85% of 360,000 active; inhibition, % at 25 µM;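 active = inhibition or corrected inhibition above about 18%, plus a signal ratio from 0.5 to 1.5, limit read from the data, passing the limit was not always enough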; note: strong numbers were not always called active
Target sequence (O14786 whole entry, looked up): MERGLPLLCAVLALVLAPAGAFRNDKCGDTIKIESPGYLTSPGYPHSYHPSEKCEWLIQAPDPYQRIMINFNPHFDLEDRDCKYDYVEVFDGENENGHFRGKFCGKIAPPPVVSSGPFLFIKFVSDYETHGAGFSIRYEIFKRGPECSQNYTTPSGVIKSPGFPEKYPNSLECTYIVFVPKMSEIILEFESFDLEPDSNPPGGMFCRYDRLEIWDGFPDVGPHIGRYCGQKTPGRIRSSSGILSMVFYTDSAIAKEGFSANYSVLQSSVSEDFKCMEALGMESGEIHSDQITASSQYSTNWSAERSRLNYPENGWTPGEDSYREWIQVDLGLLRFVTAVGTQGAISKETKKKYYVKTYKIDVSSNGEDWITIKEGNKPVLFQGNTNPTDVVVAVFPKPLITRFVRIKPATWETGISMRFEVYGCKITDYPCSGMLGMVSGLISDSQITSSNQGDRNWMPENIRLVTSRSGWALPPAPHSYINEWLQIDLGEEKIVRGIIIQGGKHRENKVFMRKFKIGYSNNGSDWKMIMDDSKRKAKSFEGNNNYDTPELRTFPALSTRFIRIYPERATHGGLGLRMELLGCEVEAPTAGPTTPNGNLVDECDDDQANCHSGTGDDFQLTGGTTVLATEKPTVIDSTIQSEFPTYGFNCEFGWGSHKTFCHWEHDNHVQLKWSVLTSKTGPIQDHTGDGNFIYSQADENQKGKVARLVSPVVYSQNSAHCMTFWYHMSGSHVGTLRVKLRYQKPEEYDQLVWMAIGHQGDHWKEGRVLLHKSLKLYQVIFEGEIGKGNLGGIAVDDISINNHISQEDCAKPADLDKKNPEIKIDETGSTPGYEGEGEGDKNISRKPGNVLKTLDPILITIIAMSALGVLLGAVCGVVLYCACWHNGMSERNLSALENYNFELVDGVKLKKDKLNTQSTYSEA
Tb MetRS inh = blocks T. brucei methionyl-tRNA synthetase activity; purified T. brucei MetRS, ATP depletion, Kinase-Glo luminescence; inhibition, % at 11.9 µM; 0.4% of 360,000 active; AID 624268;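 active = inhibition above a per-plate cutoff of the control wells' mean inhibition plus 3 SD, cut at about 5.5% in these data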;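 note: 0% = DMSO wells median and 100% = median of wells with control inhibitor compound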
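assay system = parasite MetRS enzyme | timing = 15 min preincubation, 2 h reaction, all 25 °C | evaluation = percent inhibition relative to median high and low control wells | medium = HEPES buffer containing pyrophosphatase, BSA, spermine, DTT | compound = single dose, 11.9 µM final nominal, 0.9% final DMSO | detection = Kinase-Glo luminescence, ATP depletion format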
Scp1 inh = Scp-1 (human) phosphatase inhibition. Q9GZU7. Recombinant Scp1, phosphopeptide, malachite green phosphate absorbance. inhibition, % at 20 µM. 0.88% of 340,000 active;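 active = inhibition above about 50% at 20 µM, limit read from the data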;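 note: plate controls were DMSO wells with enzyme for no effect and wells lacking enzyme for full effect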
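Material: truncated SCP-1 phosphatase (76-261aa) / Buffer or medium: 50 mM Tris acetate pH 5.5, 0.005% Tween-20, 10 mM MgCl2 / Compound dosing: one concentration, 20 µM, with 1.0% DMSO / Incubation: 45 min room-temperature reaction, 5 min colour, 30 min stabiliser / Detection: colorimetric free-phosphate detection, absorbance 630 nm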
DNMT1 inh = inhibitors of human DNMT1; P26358; inhibition (reported as % activation of signal), % at 10 µM; 0.83% of 360,000 active; DNMT1 molecular beacon, Hinp1I cleavage, fluorescence; in the data active = inhibition above about 50%
LMPTP inh = blocks human LMPTP phosphatase; P24666; recombinant LMPTP-A, OMFP fluorogenic substrate, fluorescence intensity; inhibition, % at 20 µM; 0.22% of 360,000 active;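 active = compounds that cut the enzyme signal by at least half of the control window in the single-dose screen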;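 note: plate controls were DMSO wells with enzyme plus substrate for no effect and substrate without enzyme for full effect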
Target sequence (P24666 whole entry, looked up): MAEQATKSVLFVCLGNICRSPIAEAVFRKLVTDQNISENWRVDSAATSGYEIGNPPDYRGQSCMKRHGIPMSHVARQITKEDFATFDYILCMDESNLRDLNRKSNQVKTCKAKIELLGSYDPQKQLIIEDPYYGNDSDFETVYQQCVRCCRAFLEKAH
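Assay system: LMPTP-A, protein tyrosine phosphatase of low molecular weight / Medium: pH 6.0 Bis-Tris buffer with DTT and Triton X-100 / Schedule: 50 min enzyme reaction at room temperature, protected from light / Measured by: endpoint fluorescence intensity from OMFP dephosphorylation / Read-out basis: % inhibition relative to no-enzyme and uninhibited control wells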
bovine MsrA act = activators of bovine methionine sulfoxide reductase A; purified bovine MsrA, absorbance read-out; 0.3% of 360,000 active; activation, % at 10.6 µM; in the data active = activation above about 7.5%;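 note: 0% = vehicle and 100% = reference activator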
E coli Lon inh = E. coli protease La inhibition | P0A9M0 | purified E. coli Lon protease, fluorescence polarization | inhibition, % at 7.94 µM | 0.42% of 360,000 active; in the data active = inhibition above about 13%, passing the limit was not always enough;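 note: 0% = enzyme with probe and DMSO and 100% = no enzyme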
MsrA inhibitor = inhibits bovine methionine sulfoxide reductase A. purified bovine MsrA, absorbance read-out. inhibition, % at 15.5 µM. 0.75% of 360,000 active; in the data active = inhibition above about 4.5%;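 note: 0% = vehicle wells with enzyme and 100% = reference inhibitor wells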
STEP inh = STEP (human) phosphatase inhibition; recombinant STEP, OMFP fluorogenic substrate, fluorescence; inhibition, % at 20 µM; 0.25% of 360,000 active;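 active = inhibition at 20 µM, scaled per plate between control wells, above about 37%, limit read from the data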;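 note: 0% = DMSO with enzyme and substrate and 100% = substrate only without enzyme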
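Material: STEP (striatal-enriched tyrosine phosphatase) enzyme, cell-free; Compound dosing: 20 µM single dose in 1% DMSO; Technique: fluorescence read at 480 nm ex / 540 nm em; Times: reaction 20 min, ambient temperature; Medium: 50 mM Bis-Tris pH 6.0 with 2.5 mM DTT and 0.005% Tween 20; Also added: OMFP at 25 µM.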
SUMO1 PPI mod = modulators of human SUMO1-mediated protein-protein interactions | inhibition, % at 20 µM | SUMO1 binding to a labelled peptide, TR-FRET, 1 h | 0.33% of 360,000 active | AID 602429 | P63165; in the data active = inhibition above about 37%
* hit, by the source's call; · = not tested or not shown. Not a hit list. About 4.3% of those tested had a hit in this group.

SMILES	NRP1-CendR mod	Tb MetRS inh	Scp1 inh	DNMT1 inh	LMPTP inh	bovine MsrA act	E coli Lon inh	MsrA inhibitor	STEP inh	SUMO1 PPI mod
COc1ccc(NC(=S)Nc2ncccc2C)cc1OC	8	-0.8	-5	-5	0.0	-4	-7	1.6	3	-3
COc1ccccc1N1CCN(C(=O)CSc2nnc(NC(=O)c3ccco3)s2)CC1	-11	-1.1	-4	-1	-0.1	0	-2	1.3	1	0
COCC(=O)NCCNc1nc2ccc(C)cc2cc1C	3	-0.9	-2	1	1.4	-12	-1	1.6	0	0
Cc1ccc(NC(=O)c2noc(C(C)C)c2[N+](=O)[O-])cc1	9	-0.3	-7	0	-0.4	-2	-6	-0.5	-2	-10
O=c1nc(N/N=C/c2c[nH]c3ccccc23)cn[nH]1	-4	-0.2	-12	-1	-2.3	-5	-6	3.6	-1	-28
CCOc1nc2cnccc2n(CC(=O)Nc2ccc(C)c(C)c2)c1=O	-4	-0.2	-7	0	-1.2	-3	-3	-0.6	1	1
O=C(CCN1C(=O)c2ccccc2S1(=O)=O)NCc1ccccc1	6	-0.1	-5	1	-1.3	6	-2	-0.1	-1	-2
CCCCn1c(N)c(N(CC(C)C)C(=O)C2=NN(c3cc(C)ccc3C)C(=O)CC2)c(=O)[nH]c1=O	5	-0.5	3	5	0.0	-12	3	-0.8	-2	16
CC(=O)Nc1ccccc1C(=O)N1CCN(Cc2ccccc2)CC1	-14	-0.5	-3	0	2.0	-1	11	-0.3	-1	-4
CCN(CC)C1CCN(C(=O)c2cc(COc3cccc4cccnc34)on2)C1 (stereo not drawn)	8	0.4	-4	4	2.5	-1	-6	1.0	2	-16
COC(CNc1cc(=O)oc2ccccc12)OC	7	-0.5	-5	-3	-0.3	3	-3	-0.4	2	0
COC(=O)Cn1nnc(-c2cccc(OC)c2)n1	-4	-0.2	-1	3	-1.3	0	16	0.5	0	-3
N#CCSc1nnc(-c2c[nH]c3ccccc23)o1	-34	0.1	-13	-1	0.3	-3	4	-0.5	-1	-6
CN(CC(=O)Nc1ccccc1Cl)C(=O)COC(=O)C1CC1	4	-0.5	-11	6	-1.9	-2	-8	-0.9	0	-1
COc1ccc(NC(=O)COc2ccccc2C)cc1S(=O)(=O)N1CCCCC1	-1	-0.2	-4	-3	1.4	-1	-17	-0.8	0	4
COc1ccc(CCNC(=O)c2cc3sc(Cl)cc3n2C)cc1OC	-1	-0.6	-3	-7	0.3	-7	-5	0.3	4	3
Cc1ccccc1C(=O)c1cn[nH]c1-c1ccccc1O	-2	-1.0	-7	-1	-3.1	-3	8	0.0	-1	8
COc1ccc(-c2nc(NC(=O)Cn3ccc(C(F)(F)F)n3)sc2C)cc1	10	0.0	-5	-2	1.0	2	4	-0.5	-4	0
CCOC(=O)c1sc(=NC(=O)c2cccc(OC)c2)n(C)c1C	5	-1.5	-2	-5	-2.6	-6	-7	-0.5	-1	-2
O=C1C=C(c2ccc3c(c2)OCO3)C[C@@H](c2ccc3c(c2)OCO3)C1	0	-0.3	6	6	0.6	-4	-10	2.3	0	-4
COC(=O)C[C@H]1C[C@H]2c3cc(NC(=O)C4CCOCC4)ccc3O[C@H]2[C@H](CO)O1	-1	-2.5	·	7	-0.9	-7	-1	0.6	-2	-4
CCn1c(CSCc2c(Cl)cccc2Cl)n[nH]c1=S	17	0.4	3	0	-7.3	-5	-2	-1.1	-2	2
COc1ccccc1NS(=O)(=O)c1cc(NC(C)=O)ccc1N1CCCCC1	6	-0.8	2	6	1.7	-10	8	-0.4	3	0
Cc1ccc(-n2ncc3c(=O)n(CC(=O)NCc4ccco4)cnc32)cc1	5	0.4	-5	2	-1.4	-3	-6	0.3	-1	-2
Cc1ccc(S(=O)(=O)CCCS(=O)(=O)c2ccc(C)cc2)cc1	-11	-1.0	-2	-5	-1.0	-4	-10	0.2	-1	-3

The last three compounds of the section before come first, to join the parts.
SMILES	NRP1-CendR mod	Tb MetRS inh	Scp1 inh	DNMT1 inh	LMPTP inh	bovine MsrA act	E coli Lon inh	MsrA inhibitor	STEP inh	SUMO1 PPI mod
COc1ccccc1NS(=O)(=O)c1cc(NC(C)=O)ccc1N1CCCCC1	6	-0.8	2	6	1.7	-10	8	-0.4	3	0
Cc1ccc(-n2ncc3c(=O)n(CC(=O)NCc4ccco4)cnc32)cc1	5	0.4	-5	2	-1.4	-3	-6	0.3	-1	-2
Cc1ccc(S(=O)(=O)CCCS(=O)(=O)c2ccc(C)cc2)cc1	-11	-1.0	-2	-5	-1.0	-4	-10	0.2	-1	-3
Cn1c(C(=O)NCc2ccco2)cc2c(=O)[nH]c3ccccc3c21	-4	-0.9	9	1	0.9	0	-8	-1.0	1	9
COc1cccc(C(=O)Nc2cccnc2)c1	-20	-0.2	-4	-1	-0.6	-3	7	-0.8	3	1
OCCCc1cn(Cc2ccccc2)c2ccccc12	-8	-0.8	-16	-2	0.4	-3	-4	-0.5	-6	1
Cc1cccc(C)c1NC(=O)COC(=O)CN1C(=O)C2CCCCC2C1=O (stereo not drawn)	-3	-0.3	-4	1	-0.1	-8	-2	-0.6	-3	-3
CCCCn1nc(NC(=O)COC)c2cc3cc(OC)ccc3nc21	4	-0.9	-7	-1	1.0	-1	3	1.1	-2	-14
Cn1c(SCC(=O)C(C)(C)C)nnc1-c1ccc(F)cc1	-2	-0.6	-3	4	-0.8	-4	-4	0.3	0	2
Cc1ccc(NC(=O)C2Cc3ccccc3CN2C(=O)c2ccco2)cc1S(=O)(=O)N(C)C (stereo not drawn)	5	-0.5	-7	-2	0.1	0	-11	-0.9	-2	4
O=P(/C(=N/O)Sc1ccccc1)(N1CCOCC1)N1CCOCC1	7	-0.7	-8	3	-2.7	-9	-6	0.3	-1	0
Cc1c(Cc2ccccc2)c(=O)oc2cc(OC(=O)c3ccccc3)ccc12	-2	-0.7	-10	6	3.1	-11	-5	-1.2	2	-1
COc1ccc(C(=O)N2CCn3c(C)ccc3C2C)cc1 (stereo not drawn)	-34	-0.3	-3	-15	0.8	-6	-13	-1.9	0	-6
CC[C@]12c3[nH]c4ccc(OC)cc4c3CCN1C(=O)C(CC(=O)NCC13CC4CC(CC(C4)C1)C3)C[C@@H]2C(=O)N1CCN(C(=O)c2ccco2)CC1 (stereo partly drawn)	1	-1.4	21	-7	0.2	-2	-3	·	0	2
COc1ccc(CNC(=O)c2ccc(Cn3nc(C)cc3C)o2)cc1	13	-0.5	-3	3	0.5	-3	7	0.2	1	0
Cc1nc(SCC(=O)NC2CCCCC2C)c(C#N)c(C)c1C (stereo not drawn)	-19	-0.4	-2	3	-0.1	-5	-22	-0.5	1	-19
O=C(CSc1nnc(Cc2cccs2)n1-c1ccc(Cl)cc1)NCc1ccc2c(c1)OCO2	-6	1.1	-4	-9	1.0	-3	6	0.0	2	2
CCN(CC)C(=O)CSc1nnc([C@H](CCSC)NC(=O)OC(C)(C)C)o1	18	-0.5	13	0	-1.4	-1	-6	0.2	-4	0
COc1ccc(OC)c(C2=NS(=O)(=O)N(C)C(C(=O)Nc3ccc(F)cc3F)=C2)c1	8	0.0	-11	1	0.0	-2	12	-0.3	-1	-29
COc1ccc(C(=O)NC2(C(F)(F)F)NC(=O)N(CCCc3ccccc3)C2=O)cc1OC (stereo not drawn)	-3	0.8	-6	-6	-0.1	0	4	1.5	-2	2
O=C1C(c2ccnc3ccccc23)=C(O)c2ccccc21	-30	-0.8	-5	52*	-0.3	-2	8	0.8	0	22
CC(C)Cc1nnc(NC(=O)C2CC(=O)N(Cc3ccccc3)C2)s1 (stereo not drawn)	-1	-0.5	1	2	0.0	-8	6	0.7	0	-1
Cc1ccc(C(=O)NCc2cccnc2)cc1S(=O)(=O)N1CCCCCC1	2	0.6	-2	1	-2.1	1	-19	-0.6	0	1
CC(=O)NS(=O)(=O)c1ccc(NC(=S)NC(=O)COc2ccccc2C)cc1	7	-0.6	0	8	-1.6	-5	-6	0.1	-2	4
CCc1ccc(NC(=O)c2ccc(NC(=O)C3CCCO3)cc2)cc1 (stereo not drawn)	-2	-0.1	-2	0	0.0	-1	4	·	8	2
COc1ccc(Cc2nc(C(=O)Nc3ccccc3)cs2)cc1	0	0.1	0	1	1.5	-2	-1	0.2	-2	-3
Cc1cccc(/C=N/NC(=O)c2cc(C)nc3ccccc23)n1	1	0.1	-13	0	-2.5	-3	3	-0.6	-3	-6
CCOc1ccccc1CNC(=O)C1CCN(S(=O)(=O)N2CCC(C)CC2)CC1	2	-0.2	·	1	1.0	3	0	0.9	4	-1

Grouped by structure, those above containing a thiophene ring, fused or not.
SMILES	NRP1-CendR mod	Tb MetRS inh	Scp1 inh	DNMT1 inh	LMPTP inh	bovine MsrA act	E coli Lon inh	MsrA inhibitor	STEP inh	SUMO1 PPI mod
COc1ccc(CCNC(=O)c2cc3sc(Cl)cc3n2C)cc1OC	-1	-0.6	-3	-7	0.3	-7	-5	0.3	4	3
O=C(CSc1nnc(Cc2cccs2)n1-c1ccc(Cl)cc1)NCc1ccc2c(c1)OCO2	-6	1.1	-4	-9	1.0	-3	6	0.0	2	2

Carrying on.
SMILES	NRP1-CendR mod	Tb MetRS inh	Scp1 inh	DNMT1 inh	LMPTP inh	bovine MsrA act	E coli Lon inh	MsrA inhibitor	STEP inh	SUMO1 PPI mod
Cc1ccc(S(=O)(=O)Oc2ccc(C3C4=C(CCCC4=O)N(CCC(=O)O)C4=C3C(=O)CCC4)cc2Cl)cc1	-9	0.2	38	19	0.9	-3	1	1.2	0	-1
O=C(O)CCCn1c(=O)[nH]c2ccccc2c1=O	-2	-0.6	-10	2	-1.2	-3	-5	0.4	-2	0
Cn1ccc(CC(=O)N2CCC(N3CCC(C(=O)N4CCCC4)CC3)CC2)c1	-21	0.1	-6	-1	-4.8	-2	-16	-0.7	0	-4
Cc1c(Cl)cccc1NC(=O)Cn1c(CCC(=O)O)ccc1-c1ccccc1	15	-0.7	-13	-2	2.2	-2	-16	-0.1	1	2
CCCCNC(=O)CCn1nc(-c2ccc(Cl)cc2)ccc1=O	0	-0.5	6	-3	-3.2	-6	3	-0.6	0	-16
COc1ccc(C(=O)N2CCN(CCNC(=O)C(=O)Nc3ccc(Br)cc3)CC2)cc1	-6	0.2	-13	0	-0.7	-4	7	-0.8	-3	2
CC1=CC(C)(C)N=C(Nc2nc(C)c3cc(C)cc(C)c3n2)N1	6	-1.0	-8	-2	6.2	1	3	1.5	5	-2
C=CCC[C@@H](Cc1ccc(F)cc1)C(=O)OC[C@@H](NC(=O)[C@H](CC=C)CC(=O)N(CCO)Cc1ccccc1)c1ccccc1	4	0.4	-6	-13	6.6	1	16	-0.2	-1	-2
CCO[C@@H]1OC(C(=O)N2CCN(Cc3ccc4c(c3)OCO4)CC2)=C[C@H](C2CCCCC2)[C@H]1CCCO	18	-0.2	-4	-3	1.0	0	0	-0.2	0	8
CCCn1cnc2scc(-c3ccc(OC)cc3)c2c1=O	7	-0.9	-16	-2	-0.9	-3	4	-0.4	9	9

Source: PubChem BioAssay
